High-throughput results from PubChem.
PPC-1+TRAIL kill = PPC-1 cancer cell killing with TRAIL present; cell killing (% activity), % at 4 µM; 220,000 compounds, 0.41% hits; PPC-1 cells + TRAIL, ATPLite viability luminescence;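 active means cell killing above 50% in the first pass at 4 µM, then a duplicate retest at 5 µM averaging 50% or more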;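 further: plate controls were cells with TRAIL plus DMSO for no effect and medium-only wells lacking cells for full effect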
BaF3 tox = parental Ba/F3 viability inhibition as JAK2V617F counter-screen; CellTiter-Glo ATP luminescence; inhibition, % at 5.6 µM; 220,000 compounds, 1.1% hits;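 active means inhibition above a per-campaign cutoff, the mean inhibition of all tested compounds plus 3 SD, cut at about 27% in these data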;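 further: 0% = DMSO wells and 100% = JAK Inhibitor I control wells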
Tb hexokinase = T. brucei hexokinase 1 inhibition; inhibition, % at 10 µM; recombinant TbHK1, G6PDH-coupled NADH A340; AID 1430; 220,000 compounds, 0.11% hits;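 active means inhibition of 50% or more in the single-dose primary screen; inactive means inhibition below 50%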
p97 ATPase inh = inhibitors of human p97 ATPase; 220,000 compounds, 0.42% hits; recombinant p97 ATPase, Kinase-Glo ATP luminescence, 3 h; inhibition, % at 8 µM; AID 1481; P55072; in the data active means inhibition above about 15%;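 further: 0% = DMSO vehicle and 100% = wells lacking enzyme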
EP2 antag = EP2 receptor (human) inhibition; P43116; inhibition, % at 25 µM; 260,000 compounds, 0.52% hits; C6 glioma cells expressing human EP2, cAMP TR-FRET; cells stimulated with saturating PGE2;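 active means percent inhibition above 40 after rounding to a whole number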;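 further: rat C6 glioma host cells with rolipram phosphodiesterase inhibitor present; the protocol text gives 20 µM as final concentration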
Ba/F3 V617F tox = loss of viability in JAK2V617F-driven Ba/F3 cells; Ba/F3 EpoR-JAK2V617F viability, ATP luminescence; inhibition, % at 5.6 µM; 220,000 compounds, 1.1% hits;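 active means inhibition above the campaign mean plus 3 SD over all tested compounds, cut at about 24% in these data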;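 further: cytokine-independent growth of Ba/F3 cells driven by EpoR plus mutant JAK2; 0% = DMSO-treated cells and 100% = JAK inhibitor I control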
NCF1 inh = inhibitors of human p47phox binding; inhibition, % at 24.7 µM; 220,000 compounds, 0.53% hits; P14598; AID 1274; p47phox/p22phox peptide binding, fluorescence polarization, 2 h;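 active means inhibition above about 30%, limit read from the data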;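 further: 0% = p47phox with labelled peptide and 100% = labelled peptide alone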
Target sequence (P14598 whole entry, looked up): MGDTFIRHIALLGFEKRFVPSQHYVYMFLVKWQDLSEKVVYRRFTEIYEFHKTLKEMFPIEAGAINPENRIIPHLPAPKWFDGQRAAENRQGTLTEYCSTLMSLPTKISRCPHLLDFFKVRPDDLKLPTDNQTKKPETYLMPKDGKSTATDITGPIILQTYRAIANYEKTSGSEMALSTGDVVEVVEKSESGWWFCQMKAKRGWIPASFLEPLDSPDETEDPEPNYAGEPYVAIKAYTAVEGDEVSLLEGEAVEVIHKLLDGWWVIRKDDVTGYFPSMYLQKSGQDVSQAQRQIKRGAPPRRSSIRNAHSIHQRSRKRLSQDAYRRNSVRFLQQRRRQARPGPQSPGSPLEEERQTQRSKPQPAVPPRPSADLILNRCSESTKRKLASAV
RBBP9 inhibitor = blocks human serine hydrolase RBBP9 | O75884 | inhibition, % at 7.94 µM | recombinant RBBP9, FP-Rh probe fluorescence polarization | 220,000 compounds, 0.2% hits;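 active means inhibition above the campaign mean of all tested compounds plus 3 SD, cut at about 14% in these data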;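 further: plate controls were DMSO wells with RBBP9 for no effect and wells lacking RBBP9 protein for full effect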
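Measured by – fluorescence polarization · Test system – RBBP9 protein · Input – 2.5 µM RBBP9 dispensing solution, before mixing · Measure – percent inhibition from mP, scaled between DMSO and no-protein wells · Benchmarks – DMSO-treated enzyme wells and wells lacking RBBP9 · Times – preincubation 30 min plus labeling 45 min at 25 °C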
Furin inhibitor = blocks human furin protease activity. P09958. purified furin, fluorogenic substrate cleavage. inhibition, % at 30 µM. 220,000 compounds, 0.061% hits. AID 463115; in the data active means inhibition above about 25%; further: inactives centre near -15
Target sequence (P09958 108-714 limits assumed): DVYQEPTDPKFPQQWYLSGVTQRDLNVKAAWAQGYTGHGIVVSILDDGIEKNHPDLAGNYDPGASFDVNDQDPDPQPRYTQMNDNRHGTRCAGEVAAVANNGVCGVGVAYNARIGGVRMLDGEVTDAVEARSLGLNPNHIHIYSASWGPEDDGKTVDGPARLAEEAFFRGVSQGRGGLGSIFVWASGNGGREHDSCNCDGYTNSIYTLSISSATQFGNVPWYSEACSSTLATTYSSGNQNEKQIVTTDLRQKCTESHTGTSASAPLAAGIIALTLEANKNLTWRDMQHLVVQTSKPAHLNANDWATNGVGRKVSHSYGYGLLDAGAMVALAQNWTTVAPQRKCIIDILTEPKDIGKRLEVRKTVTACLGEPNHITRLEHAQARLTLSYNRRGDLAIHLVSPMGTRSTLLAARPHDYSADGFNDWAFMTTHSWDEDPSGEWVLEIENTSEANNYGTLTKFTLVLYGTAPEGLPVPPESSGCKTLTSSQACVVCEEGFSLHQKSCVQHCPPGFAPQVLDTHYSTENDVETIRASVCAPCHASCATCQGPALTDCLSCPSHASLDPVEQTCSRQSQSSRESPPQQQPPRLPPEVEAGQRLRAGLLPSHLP
Starred values were filed as active, the others as inactive; x = no result given; & = joins results of further samples; [ ] = remark or other dose.

Molecule	PPC-1+TRAIL kill	BaF3 tox	Tb hexokinase	p97 ATPase inh	EP2 antag	Ba/F3 V617F tox	NCF1 inh	RBBP9 inhibitor	Furin inhibitor
CCCCNC(=O)CSc1nc2ccc(NC(=O)CSc3nnc(N)s3)cc2s1	20.2	-0.2	1.0	3.7	4.0	-2.3	-8.6	-7.4	-7.2
CCCn1c(C(O)c2cc(OC)ccc2OC)nc2ccccc21 (stereo unspecified)	0.2	2.1	5.0	-9.1	x	0.7	-4.1	-4.0	-16.8[20 µM]
Cc1ccc(N2CCN(c3ccc(C)cc3)C(CC(=O)O)C2=O)cc1 (stereo unspecified)	18.2	2.5	-6.6	3.0	10.2	-1.7	1.6	0.7	-12.3[20 µM]
Nc1cc(S(=O)(=O)N2CCCCC2)ccc1Oc1ccc(Cl)cc1	-12.6	5.4	-0.8	-1.3	4.1	3.4	-3.5	6.5	-19.4
COCCOC(=O)C1=C(C)OC(N)=C(C#N)C1c1ccco1 (stereo unspecified)	15.6	-2.2	-46.7	2.0	5.5	-3.6	-4.4	-9.0	-18.5[20 µM]
COc1ccc(C)cc1NC(=O)c1cnc2n(c1=O)CCS2	28.3	1.0	-31.2	1.7	5.5	-2.1	10.3	-2.7	0.4[20 µM]
Cc1cccc(C)c1NC(=O)COC(=O)c1cccnc1	2.0	0.1	6.2	17.4*	2.6&12.7	-3.8	-12.6	-1.2	-24.6
CC1CC(C)CN(C(=O)Cn2c(=O)n(CCCCC(=O)NCc3ccco3)c(=O)c3ccccc32)C1 (stereo unspecified)	7.4	0.4	-3.1	-2.0	8.5	2.1	-8.5	-4.2	-23.8
O=C1c2ccccc2C(O)(c2ccccc2)N1c1ccncc1 (stereo unspecified)	27.6	-0.3	-10.3	5.0	8.1	-0.7	-2.3	1.6	-24.2
O=Cc1cn(CC(=O)N2CCc3ccccc32)c2ccccc12	20.4	2.1	-2.1	3.1	3.8	-3.2	-8.1	0.8	-33.0
COc1ccc(C(=O)c2ccc(Cl)c([N+](=O)[O-])c2)cc1	35.4	91.2*	30.7	4.1	6.3	91.4*	-4.0	-10.3	-4.5
CCOc1ccc(NCCC#N)cc1	11.5	4.2	-4.7	3.9	7.8	44.2*	-5.2	4.3	-4.9[20 µM]
CC(C(=O)Nc1ccc([N+](=O)[O-])cc1)N1CCN(C/C=C/c2ccccc2)CC1 (stereo unspecified)	-1.8	6.5	-19.7	1.3	3.8	-4.2	-27.4	0.1	-13.6
Cc1ccc(/C=N/NC(=O)c2cc(C)oc2C)cc1	43.5	-1.1	-1.5	-6.0	11.6	1.1	-2.2	-0.8	-16.8
CCCCCCCn1c(=O)c(C(=O)OC)c(N)c2ccccc21	5.6	-1.0	0.4	-3.0	6.6	1.8	-1.6	-10.0	-27.1

The list continues.
Molecule	PPC-1+TRAIL kill	BaF3 tox	Tb hexokinase	p97 ATPase inh	EP2 antag	Ba/F3 V617F tox	NCF1 inh	RBBP9 inhibitor	Furin inhibitor
CCOC(=O)COn1c(=O)c(C)[n+]([O-])c2ccccc21	5.5	-0.6	-16.9	3.8	6.1	-2.0	-9.3	-2.7	-12.7[20 µM]
O=C1CCC([N+](=O)[O-])C(c2ccc(Cl)c([N+](=O)[O-])c2)N1 (stereo unspecified)	x	5.5	1.4	-0.1	7.2	1.0	-4.3	-0.3	-22.3
CCOc1ccc(Cl)cc1CN1CCOCC1	-7.4	1.0	-5.7	3.5	9.8	-0.8	0.3	1.2	-12.7[20 µM]
CC(=O)N/C(=C\c1ccccc1)C(=O)Nc1ccccc1C	4.4	3.6	3.1	-4.9	3.9	0.1	-2.5	-8.2	-15.1
O=[N+]([O-])c1ccccc1S(=O)(=O)NCCC1=CCCCC1	-24.8	5.8	7.5	-4.0	x	-2.3	-10.7	-0.3	-22.5
Cc1ccc(NC(=S)N(CCN(C)C)Cc2cc3cc(C)cc(C)c3[nH]c2=O)cc1	16.6	5.5	23.5	5.5	13.1	-0.8	9.1	-2.7	-4.7
C=CCNC(=O)c1ccc(N(CC=C)S(C)(=O)=O)cc1	10.7	3.1	-3.6	-3.2	10.9	-1.6	-4.9	0.7	-19.1[20 µM]
Cc1nn(C)cc1CN1CCCC(C(=O)c2ccc(-c3ccccc3)cc2)C1 (stereo unspecified)	46.3	5.3	-0.5	-2.5	7.2	-1.0	-25.6	-5.8	-14.1
CCCC[n+]1ccn(C2=C([O-])c3ccccc3C(=O)/C2=N\S(=O)(=O)c2ccc(Br)cc2)c1	24.8	2.9	-2.2	-0.7	7.9	2.8	13.5	-12.6	-22.9
Cc1ccc(S(=O)(=O)C(c2ccccc2)c2c(C)noc2C)cc1 (stereo unspecified)	-27.3	4.0	-0.8	-4.2	10.9	1.4	0.5	-9.4	-6.4
CC(C)(Oc1ccc(Cl)cc1)C(=O)Nc1ncccn1	15.2	2.8	1.6	-1.6	12.5	2.1	-7.3	-9.9	-13.4
O=C(CSc1nc2[nH]ncc2c(=O)n1-c1ccccc1)NCCc1ccccc1	16.4	4.3	-0.8	3.5	7.5	-3.0	-0.9	-2.8	-14.9
O=C(O)c1cc(-c2cccs2)nc2cc3c(cc12)OCCO3	-5.0	3.6	-18.7	2.4	17.1	-1.9	-0.9	2.5	-42.2
Cc1ccc(C(=O)c2oc3nc(C)cc(C)c3c2N)cc1	17.7	-0.4	-12.6	1.0	6.5	0.4	-35.3	-7.5	-14.6[20 µM]
COc1cccc(N2C(=O)CC(N3CCc4ccccc43)C2=O)c1 (stereo unspecified)	20.5	6.4	-3.0	-1.1	4.8	1.9	-11.1	-11.0	-18.9[20 µM]

Continuation:
Molecule	PPC-1+TRAIL kill	BaF3 tox	Tb hexokinase	p97 ATPase inh	EP2 antag	Ba/F3 V617F tox	NCF1 inh	RBBP9 inhibitor	Furin inhibitor
COc1cccc(-c2nc(N3CCCCC3C)c3ccccc3n2)c1O (stereo unspecified)	-6.7	2.5	-11.5	-4.4	14.2	-2.5	-26.2	-1.6	-6.4
COc1ccc(S(=O)(=O)c2nnn(-c3cccc(OC)c3)c2N)cc1	4.9	9.1	-5.1	4.0	16.9	3.1	-3.3	1.4	-22.8
Cc1nn2c(c1-c1ccc(Cl)cc1)N=C(c1ccco1)CC2c1ccccc1 (stereo unspecified)	15.7	1.8	-7.8	4.6	5.0	-0.5	-65.0	-0.3	-3.8[20 µM]
CC1CCN(C2=NC(=O)/C(=C/c3cn(-c4ccccc4)nc3-c3cccc(S(=O)(=O)N(C)C)c3)S2)CC1	-10.7	-4.2	-30.8	0.6	27.1	-7.1	-19.8	-4.4	-3.9
NC(=O)c1c(-c2ccccc2)oc2ccc(O)cc12	-7.2	4.5	-4.0	3.4	6.0	-1.5	-0.7	-1.6	-16.4[20 µM]
COCCCn1c(-c2ccco2)nc2ccccc2c1=O	13.6	-0.1	-5.0	0.9	7.4	2.8	-1.6	-6.3	-8.2
O=C(O)c1ccccc1N=Cc1c(O)n(-c2nccs2)c(=O)c2ccccc12	-6.8	2.1	-19.7	6.2	4.6	17.0	-15.3	5.6	-18.7
Cc1ccc(-c2nc3ccccc3c(=O)n2Cc2ccccc2)cc1	-5.7	3.2	-2.2	-4.9	5.4	-4.3	8.9	-8.0	-13.0
Cc1c2cnn(CC(=O)Nc3c(F)c(F)cc(F)c3F)c(=O)c2c(C)n1Cc1ccccc1F	0.8	-1.8	19.3	2.5	7.4	-4.3	-59.7	-19.5	-27.2
CC1=CC2=NC(=O)/C(=C\c3cccn3CCOc3ccccc3C)C(=N)N2O1	9.3	-0.3	-7.3	2.4	4.4	-1.2	-53.5	-14.1	-21.5
Cc1cc(-c2ccccc2)nc(N(C)NC(=O)C(C)(C)C)c1S(C)(=O)=O	13.3	2.5	-8.1	1.0	2.6	-1.1	-7.5	-6.1	-19.5
CCOC(=O)c1[nH]ncc1CN1CCCC(C(=O)c2ccc(OC)cc2C)C1 (stereo unspecified)	19.6	4.8	4.4	2.4	1.2	0.3	-2.5	-1.3	-31.2
CCCCOc1ccc(-n2nc(C)cc2C)nn1	9.2	-0.3	-0.2	2.9	2.8	-4.1	3.0	-1.8	-29.1[20 µM]
CC(C)=NOCc1ccc(-c2cn([C@@H]3COC[C@H]3O)nn2)cc1	-8.9	3.2	3.3	4.8	10.7	-0.6	-3.3	-6.0	-25.3
NC(=O)c1ccsc1NC(=O)CSc1nnc(C2CC2)n1Cc1ccccc1	10.6	6.5	-3.9	0.6	13.5	0.0	-4.5	-2.5	-12.4[20 µM]

(listing goes on)
Molecule	PPC-1+TRAIL kill	BaF3 tox	Tb hexokinase	p97 ATPase inh	EP2 antag	Ba/F3 V617F tox	NCF1 inh	RBBP9 inhibitor	Furin inhibitor
C=CCOC(=O)C1=C[C@@H](c2coc3ccccc3c2=O)[C@H](CCCO)[C@@H](OCC)O1	8.8	1.8	-9.6	1.9	0.3	1.0	x	4.8	-29.6
CN(CCc1ccccn1)C(=O)CCC1CCCN(C(=O)c2ccc3c(c2)OCCO3)C1 (stereo unspecified)	9.8	3.8	-2.0	-0.9	1.8	-1.8	1.0	-1.0	-34.8
c1ccc(-c2nnc(N3CCN(c4ccccc4)CC3)nc2-c2ccccc2)cc1	3.4	-2.8	-10.4	1.2	2.5	-4.0	-3.5	1.9	-28.1
Cc1ccc(CNC(=O)CN2C(C)CCCC2C)cc1 (stereo unspecified)	-15.8	-2.8	-6.8	1.9	8.7	-1.7	7.3	-5.1	-20.4
CC(=O)Nc1ccc(S(=O)(=O)NC2(C(F)(F)F)NC(=O)N(CC(C)C)C2=O)cc1 (stereo unspecified)	25.6	3.8	-5.8	2.3	2.9	-0.1	-1.2	-3.7	-28.6
Cc1ccc(C)c(NC(=O)CCC(=O)N/N=C2/CC(=O)CC(C)(C)C2)c1	32.6	1.5	-0.7	1.1	2.0	1.9	-9.8	-1.1	-20.1
C=C1[C@@H](C)C2[C@H](Cc3ccccc3)NC(=O)[C@]23OC(=O)CC[C@H](O)CCC[C@H](C)C/C=C/[C@H]3[C@@H]1O (stereo partly specified)	20.9	x	-11.7	x	17.9	x	-7.6	x	-26.8

Reformatted: results already given
> Cc1ccc(C)c(NC(=O)CCC(=O)N/N=C2/CC(=O)CC(C)(C)C2)c1
- PPC-1+TRAIL kill: 32.6
- BaF3 tox: 1.5
- Tb hexokinase: -0.7
- p97 ATPase inh: 1.1
- EP2 antag: 2.0
- Ba/F3 V617F tox: 1.9
- NCF1 inh: -9.8
- RBBP9 inhibitor: -1.1
- Furin inhibitor: -20.1

> C=C1[C@@H](C)C2[C@H](Cc3ccccc3)NC(=O)[C@]23OC(=O)CC[C@H](O)CCC[C@H](C)C/C=C/[C@H]3[C@@H]1O (stereo partly specified)
- PPC-1+TRAIL kill: 20.9
- BaF3 tox: x
- Tb hexokinase: -11.7
- p97 ATPase inh: x
- EP2 antag: 17.9
- Ba/F3 V617F tox: x
- NCF1 inh: -7.6
- RBBP9 inhibitor: x
- Furin inhibitor: -26.8

These rows are one share of the data; rates above refer to the full screens.
